Bioassay records as filed in PubChem BioAssay.
PGC1a acetyl inh = inhibitors of PGC1a acetylation signal, primary screen, cell-based, U2OS, AlphaScreen, inhibitor mode. AlphaScreen anti-acetyl-lysine; with virally co-expressed GCN5 acetyltransferase. inhibition, % at 15.6 µM. 350,000 compounds, 0.17% hits. AID 651687, 2012;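 active = every replicate shows inhibition of at least 40%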;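 also: 0% = neutral control wells and 100% = positive control wells; some results beyond the cut were filed as inactive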
PglD DTNB = C. jejuni PglD acetyltransferase inhibitors, primary screen, biochemical, DTNB colorimetric, single point; purified PglD enzyme, DTNB colorimetric CoA detection; AID 602405, 2012; 360,000 compounds, 0.098% hits; UDP-N-acetylbacillosamine N-acetyltransferase PglD (Campylobacter jejuni); inhibition, % at 12.5 µM; in the data active = inhibition above about 16%, passing the limit was not always enough; also: strong numbers were not always called active
Starred values were filed as active, the others as inactive.

Below each compound – PGC1a acetyl inh | PglD DTNB
> O=C(NCC1CCCO1)C1CCN(S(=O)(=O)c2cccc3nonc23)CC1 (configuration not stated)
 : 13 | 2
> Cc1cc(N2C(=O)CC(C(C)c3ccccc3)C2=O)no1 (configuration not stated)
 : 4 | 13
> CC(C)(C)NC(=O)CSc1nccn1Cc1ccccc1
 : -14 | 6
> Cc1cccc(NC(=S)N2CCN(Cc3ccc4c(c3)OCO4)CC2)c1C
 : -23 | -18
> Cc1ccccc1NC(=O)c1ccc2c(c1)OCCO2
 : 7 | 4
> CCOC(=O)CCCNC(=O)COC(=O)c1cc(C)cc(C)c1
 : 0 | 2
> CCCCc1nc(SCC(=O)Nc2ccc(S(N)(=O)=O)cc2)n[nH]1
 : 2 | 7
> Cc1cc(C)cc(-n2ccnc2SCC(=O)Nc2nccs2)c1
 : -1 | 0
> Cc1ccc(-n2c(SCC(=O)NCc3ccco3)nc3nc4c(cc3c2=O)COC(C)(C)C4)cc1
 : -7 | -5
> Fc1cccc(NCc2ccoc2)c1
 : 1 | -4
> CCn1c(SCC(=O)N2CCC(C(N)=O)(N3CCCCC3)CC2)nc2ccccc2c1=O
 : -1 | -2
> CCOC(=O)c1cc(-c2ccco2)nc2c1c(C)nn2CCC#N
 : -54 | 0
> O=C(COC(=O)c1c[nH]c(=O)[nH]c1=O)NCc1ccccc1
 : 0 | 0
> CC(=O)Nc1ccc(S(=O)(=O)Nc2ccc(N3CCOCC3)cc2)cc1
 : 4 | -4
> NC(=O)c1cc(-c2ccccc2)nc(N2CCOCC2)n1
 : 10 | 0
> c1ccc(CNn2c(N3CCOCC3)nc3ccccc32)cc1
 : -4 | -3
> COCCOC(=O)C1=C(C)NC(=O)NC1c1cn(-c2ccccc2)nc1-c1cccs1 (configuration not stated)
 : 1 | 3
> O=C(NC1CCCCCC1)C1CCN(C(=O)Cc2ccccc2)CC1
 : 7 | -3
> Cc1cc(C)n(-c2ncnc3c2oc2ccccc23)n1
 : -4 | -1
> Cn1c(NCC(O)CO)nc2c1c(=O)n(Cc1ccc(Cl)c(Cl)c1)c(=O)n2C (configuration not stated)
 : 7 | 0
> O=C(O)c1ccc(S(=O)(=O)Nc2ccc(F)c(Cl)c2)cc1
 : 5 | 3
> N#CC1=C(N)OC2=C(C(=O)CCC2)C12C(=O)N1CCCc3cccc2c31 (configuration not stated)
 : 6 | -5
> Cc1ccc(C(=O)N2CCN(C3CCCCC3)CC2)s1
 : 6 | 5
> O=C(c1ccc(S(=O)(=O)N2CCCCCC2)cc1)N1CCC(CN2C(=O)c3cccc4cccc(c34)C2=O)CC1
 : -8 | 4
> COc1ccc(NC(=O)c2ccccc2F)cc1Cl
 : -15 | 0
> CCOC(=O)N1CCC(N(C(=O)Nc2cccc(OC)c2)C(C)CC)CC1 (configuration not stated)
 : 5 | -3
> Cc1ccccc1-n1c(=O)c2c(n3cnnc13)-c1ccccc1CC21CCCCC1
 : 10 | 0
> CC(C)C(=O)Nc1cccc(S(=O)(=O)c2cccc(NC(=O)C(C)C)c2)c1
 : -6 | -3
> Cc1ccc(Nc2ncc3c(n2)CC(c2ccco2)CC3=O)c(C)c1 (configuration not stated)
 : -2 | -3
> O=C(c1ccc(Cl)cc1)C(Cn1cncn1)C(Sc1ccccc1)c1ccccc1 (configuration not stated)
 : 61* | -1
> CCOC(=O)c1cc2occc2n1CC(=O)Nc1ccc(OC)cc1OC
 : -7 | -1
> CCn1cc(C(=O)C(F)(F)F)c2ccccc21
 : -9 | -5
> O=C(Cn1ncc2c(=O)oc3ccccc3c21)NCCC1=CCCCC1
 : -2 | -1
> COc1ccc(OCc2nnc(SC(C)C(=O)Nc3nccs3)n2-c2ccccc2)cc1 (configuration not stated)
 : -13 | 4
> FCCCOc1ccc(/C=N/OCc2ccc(Cl)cc2Cl)cc1
 : -8 | 2
> CCc1ccc2nc(N3C(=O)C(O)=C(C(=O)c4ccco4)C3c3cccs3)sc2c1 (configuration not stated)
 : 3 | 5
> Cc1cc(C)c2nc(-c3ccccn3)cc(C(=O)Nc3cc(C)on3)c2c1
 : 19 | 1
> Cc1c(Br)c([N+](=O)[O-])nn1CC(=O)NCc1ccccn1
 : 1 | -1
> CCOc1ccc2[nH]c(C)c(CN3CCN(CC)CC3)c(=O)c2c1
 : -4 | 5
> CCOc1ccc2nc(NC(=O)Cn3cnc4c3c(=O)n(C)c(=O)n4C)sc2c1
 : -8 | 2
> O=C(NC1CCCC1)C(c1ccsc1)N(Cc1ccco1)C(=O)Cc1cccs1 (configuration not stated)
 : -22 | -3
> COc1ccc(/C(O)=C2/C(=O)C(=O)N(Cc3cccnc3)C2c2ccncc2)cc1F (configuration not stated)
 : -5 | 0
> CC(=O)C1=C(O)C(=O)N(c2ccc(S(N)(=O)=O)cc2)C1c1ccccc1F (configuration not stated)
 : -9 | 4
> O=S(=O)(NC1CC2CCC1C2)c1ccc2c(c1)OCCO2 (configuration not stated)
 : 3 | -1
> NC(=O)N1OCC2COc3ccc4ccccc4c3C21 (configuration not stated)
 : 9 | -1
> COc1cccc(S(=O)(=O)NCc2ccc(C(=O)Nc3ccc(Cl)c(Cl)c3)cc2)c1
 : 0 | -5
> O=C(CSc1nnc(-c2ccco2)o1)N1CCOCC1
 : -2 | 8
> COn1c(SCc2cccnc2)nc2ccccc2c1=O
 : 9 | 4
> O=c1cc(-c2ccco2)nc(-c2cccs2)o1
 : -5 | 8
> Nc1nc(SCc2nnc(SCC(=O)O)n2-c2ccccc2)nc2sc3c(c12)CCCC3
 : 10 | 1
> CN(C(=O)C12CC3CC(CC(C3)C1)C2)C1CCS(=O)(=O)C1 (configuration not stated)
 : -1 | 0
> COc1ccc(S(=O)(=O)C(C#N)c2nc3ccccc3nc2N2CCCC(C)C2)cc1 (configuration not stated)
 : -21 | 2
> O=C(Nc1cccc2ccccc12)N1CCN(Cc2ccccc2)CC1
 : -2 | 5
> CC(C)n1cnc2c(NCc3ccccc3)cc(N[C@H](C)CO)cc21
 : 0 | -1
> COc1ccc(S(=O)(=O)CCC(=O)NCCc2ccc(C)cc2)cc1
 : 1 | 5
> CC1Cc2ccccc2N1C(=O)CSCC(=O)O (configuration not stated)
 : 5 | 2
> COc1ccccc1N1CCN(C(=O)C(F)F)CC1
 : 7 | 0
> COc1ccc2[nH]c(=O)c(CN(CCN(C)C)C(=O)NCc3ccccc3)cc2c1
 : -2 | 7
> CN1CCN(C(=O)c2ccc3c(c2)OCCO3)CC1
 : 0 | 0
> O=C(CSc1ncccc1-c1nc2ccccc2[nH]1)N1CCN(c2ccccc2F)CC1
 : 5 | -2

Compound profiles, as listed above. Order of screens: PGC1a acetyl inh	PglD DTNB
Cc1cc(N2C(=O)CC(C(C)c3ccccc3)C2=O)no1 (configuration not stated) in the list: 4	13
NC(=O)N1OCC2COc3ccc4ccccc4c3C21 (configuration not stated) in the list: 9	-1
COc1ccc(S(=O)(=O)C(C#N)c2nc3ccccc3nc2N2CCCC(C)C2)cc1 (configuration not stated) in the list: -21	2
O=c1cc(-c2ccco2)nc(-c2cccs2)o1 in the list: -5	8
O=C(NC1CCCC1)C(c1ccsc1)N(Cc1ccco1)C(=O)Cc1cccs1 (configuration not stated) in the list: -22	-3

Other compounds follow:
Below each compound – PGC1a acetyl inh | PglD DTNB
> Cc1nc2ccccc2n1CC(O)COCC1CC=CCC1 (configuration not stated)
 : 9 | -4
> N#C/C(=C\c1c(N2CCC(C(N)=O)CC2)nc2ccccn2c1=O)S(=O)(=O)c1ccccc1
 : -6 | -7
> Cc1nnc(N2CCCC(C(=O)Nc3cc(F)ccc3F)C2)c2nn(-c3ccccc3)c(C)c12 (configuration not stated)
 : -39 | -5
> CC(=O)c1sc(NC(=O)C(C)(C)C)nc1C
 : -4 | 4
> CCCCn1c(SCC2CCCO2)nc2cc(S(N)(=O)=O)ccc21 (configuration not stated)
 : -11 | -4
> N#CCSc1nnc(-c2ccccc2)c(-c2ccccc2)n1
 : 4 | -4
> CN=C(Nc1ccccc1OC)SC1CC(=O)N(c2ccc(C(=O)OC)cc2)C1=O (configuration not stated)
 : -6 | -7
> CCCCCCNCc1cccc(Br)c1
 : -6 | -4
> Cn1c(NCc2cccs2)nc2ccccc21
 : 0 | 4
> CCOC(=O)C(C)n1cnc2c(nnn2Cc2ccc(Cl)cc2)c1=O (configuration not stated)
 : 2 | -6
> CCCCNC(=O)COC(=O)c1cc(S(=O)(=O)N2CCCCCC2)ccc1OC
 : -14 | 3
> c1cnc2c(C3NCCc4c3[nH]c3ccccc43)cccc2c1 (configuration not stated)
 : 2 | -2
> CC(=O)Nc1ccc(N2C(C(C)=O)=NN(c3ccccc3)C2c2cccs2)cc1 (configuration not stated)
 : 0 | -2
> O=C(O)C1CCCCC1C(=O)NCCc1ccc(Cl)cc1 (configuration not stated)
 : 9 | -4
> CCC(C(=O)Nc1ncn[nH]1)(C(F)(F)F)C(F)(F)F
 : -11 | 2
> CCn1c2ccccc2c2cc(NS(=O)(=O)c3ccccc3C)ccc21
 : -16 | -6
> CCc1nnc(SCC(=O)Nc2ccc(N3CCOCC3)cc2)o1
 : -3 | -2
> CCOC(=O)c1ccc(NC(=O)CSc2nnc(-c3cccs3)n2C)cc1
 : -2 | 2
> CCC(=O)Nc1c(C(=O)Nc2cccc(OC)c2)oc2ccccc12
 : 6 | -2
> NC(=S)N/N=C\c1ccc(-c2cccc(Cl)c2Cl)o1
 : 6 | 6
> CCOc1ccc(OCC)c(NC(=O)C2CCN(c3nn4c(=O)cc(C)nc4s3)CC2)c1
 : 5 | 0
> CC1CCN(C(=O)Nc2ccc3nsnc3c2)CC1
 : -13 | -3
> Cc1cc2cc(CNC(=O)Cc3cccs3)ccc2n1C
 : 1 | 1
> COC(=O)C1=C(C)N=C2SC(C)C(=O)N2C1/C=C/c1ccccc1OC (configuration not stated)
 : 1 | -6
> COC(=O)c1ccc(CSc2nc(C(F)(F)F)c3c(c2C#N)CCC3)o1
 : -13 | -5
> COc1ccc2c3c(c(=O)oc2c1OCC(N)=O)CCCC3
 : -8 | 5
> Nc1ccccc1O
 : -11 | 0
> Cc1c(NS(=O)(=O)c2ccc3c(c2)n(C)c(=O)n3C)c(=O)n(-c2ccccc2)n1C
 : -9 | -6
> O=C(O)c1ccc(NS(=O)(=O)c2cc(C(=O)O)ccc2Br)cc1
 : -2 | -3
> COc1ccc(C(=O)NCCNC(=O)c2cc(OCC(F)(F)F)ccc2OCC(F)(F)F)cc1
 : 10 | -2
> CCOC(=O)C1CCN(C(=O)COc2cc(C)c(Br)cc2C)CC1
 : -7 | 1
> Cc1cc(N2CCN(C(=O)OC(C)(C)C)CC2)n2ncnc2n1
 : 12 | 5
> Cc1cnc(C(=O)OCC(=O)NC2CCCC(C)C2C)cn1 (configuration not stated)
 : 8 | 1
> O=C(NC1CCCC1)C1CCCN1C(=O)Nc1ccccc1Cl (configuration not stated)
 : -3 | -1
> O=C(NCCC1=CCCCC1)C1CCN(S(=O)(=O)c2ccc(-n3cnnn3)cc2)CC1
 : 0 | -8
> CCOC(=O)c1cc(NC(=O)OC)c(C)nc1C
 : -1 | 6
> CCCCOc1ccc(NC2=NC3(CCCC3)N=C(N)N2)cc1
 : -5 | -5
> N#Cc1cccc(S(=O)(=O)Nc2c(NC3CCCCC3)c3ccccc3oc2=O)c1
 : 2 | 1
> Cc1cccc(CCNC(=O)Cn2ncc3c([nH]c4ccccc43)c2=O)c1
 : -10 | 1
> O=c1cc(CSc2ccccn2)c2ccccc2[nH]1
 : -1 | -1
> Cc1cc(Br)cc(C)c1OCCCCN(C)C
 : -25 | -3
> O=C(NC1CCCCC1)c1ccc(OC2CCN(Cc3ccccn3)CC2)cc1
 : 4 | -1
> COc1ccc(NC(=O)/C(Cl)=C(/Cl)S(=O)(=O)Cc2ccccc2)cn1
 : 64* | 14
> O=C1c2ccccc2C(=O)N1CC1c2ccccc2CCN1C(=O)N1CCOCC1 (configuration not stated)
 : -9 | 1
> Cc1cc(N)n2ncc(-c3ccccc3)c2n1
 : 9 | 6
> Fc1ccc(Br)cc1C1C=C(c2ccc(Br)s2)Nc2ncnn21 (configuration not stated)
 : -8 | -1
> O=S(=O)(Nc1ccc2nc(C(F)(F)F)[nH]c2c1)c1ccccc1
 : -7 | -1
> O=C(N1CCOCC1)C12CCC3CC(CC(C3)C1)C2
 : 1 | 0
> CCOc1ccc(Oc2nc(Nc3ccc(C)cc3)nc(N(C)C)n2)nn1
 : -6 | 9
> C=CCn1c(-c2ccoc2C)n[nH]c1=S
 : 4 | 0
> CC/C(=N\OC(=O)c1ccc(OC(C)C)cc1)c1ccc(C)cc1
 : 0 | 2
> C[C@@]12C(=O)N(c3cccc(F)c3)C(=O)N1[C@H](c1ccc(F)cc1)[C@@H]1C(=O)N(C3CCCCC3)C(=O)[C@@H]12
 : 4 | -4
> Cc1cc2c(cc1C)NC(c1cccnc1)C1=C(CC(C)(C)CC1=O)N2 (configuration not stated)
 : -21 | 1
> COc1ccc(CNCCC(c2ccc(OC(C)C)cc2)C(C)C)cc1OC (configuration not stated)
 : 3 | 0
> CC(=O)Nc1ccc2[nH]c(C)cc(=O)c2c1
 : 2 | 2
> CC(C)=CCc1c(O)cc(O)c2c(=O)c(O[C@@H]3O[C@@H](C)[C@H](O)[C@@H](O)[C@H]3O)c(-c3ccc(O)cc3)oc12
 : 8 | 5
> Cc1ccc(N(Cc2cc3ccccc3[nH]c2=O)C(=O)c2ccco2)c(C)c1
 : 21 | 1
> CCc1nc2cc(C)nn2c2nc3ccccc3n12
 : -3 | -6
> CSC1=C(C#N)C(c2ccccc2C)C(C#N)=C(N)N1 (configuration not stated)
 : 7 | -2

Only part of the results is shown, so the mix of outcomes need not match the whole.
